Screening results deposited in PubChem BioAssay by Emory University Molecular Libraries Screening Center.
14-3-3 PPI: modulators of 14-3-3 gamma protein binding, primary screen, biochemical, fluorescence polarization; FP, 14-3-3gamma / TMR-pS259-Raf peptide binding; inhibition, % at 40 µM; 0.19% of 160,000 active; 14-3-3 protein gamma (Homo sapiens), P61981; in the data active means inhibition above about 30%;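 further: 0% = protein plus tracer without compound and 100% = blank with tracer alone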
Target sequence (P61981 whole entry, looked up): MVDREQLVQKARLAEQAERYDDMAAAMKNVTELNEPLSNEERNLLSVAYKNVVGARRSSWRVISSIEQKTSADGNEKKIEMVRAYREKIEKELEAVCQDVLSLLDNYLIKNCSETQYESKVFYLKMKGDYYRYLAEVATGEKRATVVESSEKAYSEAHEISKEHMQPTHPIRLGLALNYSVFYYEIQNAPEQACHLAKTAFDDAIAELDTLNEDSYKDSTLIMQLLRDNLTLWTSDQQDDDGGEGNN
Active calls of the source: *; & = joins results of further samples.

Sample of the layout (16 entries):
For CCCCNC(=O)c1cc2n(n1)C(C(F)(F)F)CC(c1ccccc1)N2 (stereo unspecified) the results were 14-3-3 PPI -6.
Cc1ccccc1Nc1c(-c2ccsc2)nc2ccc(Br)cn12 was read as 14-3-3 PPI -2.
For Cc1ccc(C2=Nc3ccccc3SC(c3ccc([N+](=O)[O-])cc3)C2)cc1 (stereo unspecified) the results were 14-3-3 PPI 3.
Screening CCC(=O)Nc1nc2ccccc2n1Cc1ccccc1 returned 14-3-3 PPI -9.
For Cc1ccc(C(=O)Oc2ccc(Oc3ncc(Cl)cc3Cl)cc2)cc1[N+](=O)[O-] the results were 14-3-3 PPI 6.
O=C(CSc1nnc(-c2ccco2)o1)Nc1cccc([N+](=O)[O-])c1 was read as 14-3-3 PPI 0.
`O=S(=O)(NCc1ccco1)c1ccc(Oc2ccccc2Cl)cc1` gave 14-3-3 PPI -6.
For O=C(Cn1cnc2sc3c(c2c1=O)CCCC3)NCc1ccccn1 the results were 14-3-3 PPI -8.
`O=C(O)C1C2CCC(C2)C1C(=O)NCc1ccccn1` (stereo unspecified) gave 14-3-3 PPI -2&3.
For Cc1c(Cl)cccc1-c1ccc(C(=O)Nc2cccc3nsnc23)o1 the results were 14-3-3 PPI -105.
`COc1ccc(C2c3sc(=O)[nH]c3SC3C(=O)N(c4ccc(C)cc4)C(=O)C32)cc1` (stereo unspecified) gave 14-3-3 PPI -13.
Nc1ccc(NC(=O)c2cccs2)c(Cl)c1 was read as 14-3-3 PPI -2.
`Cc1cc(Cl)ccc1OCC(N)=O` gave 14-3-3 PPI -22.
Cc1cc(N2CCCCCC2)n2c(nc3ccccc32)c1C#N was read as 14-3-3 PPI -22.
For O=C(CCCc1cccs1)N1CCN(S(=O)(=O)c2ccccc2Br)CC1 the results were 14-3-3 PPI 5.
For N#CCC(=O)NCc1ccc(F)cc1 the results were 14-3-3 PPI 2.

All compounds of this part, from the start:
For CCCCNC(=O)c1cc2n(n1)C(C(F)(F)F)CC(c1ccccc1)N2 (stereo unspecified) the results were 14-3-3 PPI -6.
Cc1ccccc1Nc1c(-c2ccsc2)nc2ccc(Br)cn12 was read as 14-3-3 PPI -2.
For Cc1ccc(C2=Nc3ccccc3SC(c3ccc([N+](=O)[O-])cc3)C2)cc1 (stereo unspecified) the results were 14-3-3 PPI 3.
Screening CCC(=O)Nc1nc2ccccc2n1Cc1ccccc1 returned 14-3-3 PPI -9.
For Cc1ccc(C(=O)Oc2ccc(Oc3ncc(Cl)cc3Cl)cc2)cc1[N+](=O)[O-] the results were 14-3-3 PPI 6.
O=C(CSc1nnc(-c2ccco2)o1)Nc1cccc([N+](=O)[O-])c1 was read as 14-3-3 PPI 0.
`O=S(=O)(NCc1ccco1)c1ccc(Oc2ccccc2Cl)cc1` gave 14-3-3 PPI -6.
For O=C(Cn1cnc2sc3c(c2c1=O)CCCC3)NCc1ccccn1 the results were 14-3-3 PPI -8.
`O=C(O)C1C2CCC(C2)C1C(=O)NCc1ccccn1` (stereo unspecified) gave 14-3-3 PPI -2&3.
For Cc1c(Cl)cccc1-c1ccc(C(=O)Nc2cccc3nsnc23)o1 the results were 14-3-3 PPI -105.
`COc1ccc(C2c3sc(=O)[nH]c3SC3C(=O)N(c4ccc(C)cc4)C(=O)C32)cc1` (stereo unspecified) gave 14-3-3 PPI -13.
Nc1ccc(NC(=O)c2cccs2)c(Cl)c1 was read as 14-3-3 PPI -2.
`Cc1cc(Cl)ccc1OCC(N)=O` gave 14-3-3 PPI -22.
Cc1cc(N2CCCCCC2)n2c(nc3ccccc32)c1C#N was read as 14-3-3 PPI -22.
For O=C(CCCc1cccs1)N1CCN(S(=O)(=O)c2ccccc2Br)CC1 the results were 14-3-3 PPI 5.
For N#CCC(=O)NCc1ccc(F)cc1 the results were 14-3-3 PPI 2.
For CCCS(=O)(=O)N1CCCC(C(=O)NCCCN2CCCC2=O)C1 (stereo unspecified) the results were 14-3-3 PPI -8.
For CCOc1ccc(NC(=O)c2ccc(C(C)(C)C)cc2)c([N+](=O)[O-])c1 the results were 14-3-3 PPI -2.
Cc1cc2nc3[nH]c4ccc(Br)cc4c3nc2cc1C was read as 14-3-3 PPI -1.
Screening O=C1Nc2ccccc2Oc2cc([N+](=O)[O-])cc(Oc3ccc(Br)cc3)c21 returned 14-3-3 PPI -88.
For CCC(C)NC(=O)CCc1nc2ccccc2n(Cc2ccccc2Cl)c1=O (stereo unspecified) the results were 14-3-3 PPI 1.
For Cc1nc(NCCCn2ccnc2)c2ccccc2n1 the results were 14-3-3 PPI -3.
`COc1ccc(S(=O)(=O)N(CC(=O)N2CCN(C)CC2)c2ccc(C)cc2)cc1OC` gave 14-3-3 PPI 0.
`COc1ccc(Nc2cc(C)nc3ncnn23)cc1` gave 14-3-3 PPI -10.
Screening COc1ccc(C(=O)N2CCC(C(=O)NCc3ccc(Cl)cc3)CC2)cc1OC returned 14-3-3 PPI 1.
Screening Cc1ncoc1C(=O)Nc1ccc2c(c1)OCCO2 returned 14-3-3 PPI -7.
CN(C(=O)NCc1ccccc1)c1ccccc1 was read as 14-3-3 PPI -1.
CCOC(=O)C1CCN(C(=O)Cc2cccs2)CC1 was read as 14-3-3 PPI -10.
O=C(Nc1nccs1)c1cc(N2CCOCC2)nc2ccccc12 was read as 14-3-3 PPI 0.
Screening Cc1ccn(S(=O)(=O)c2ccc(N3CCCC3=O)c([N+](=O)[O-])c2)n1 returned 14-3-3 PPI 6.
COc1cc(Nc2c3c(nc4ccccc24)CCCC3)cc(OC)c1OC was read as 14-3-3 PPI -1.
Screening COc1ccc(C2CC(c3ccccc3)Nc3nc(N)nn32)cc1 (stereo unspecified) returned 14-3-3 PPI 2.
O=C1c2ccccc2-c2onc3c(N4CCOCC4)cc(Nc4ccc(Cl)cc4)c1c23 was read as 14-3-3 PPI -161.
Cc1ccc(NC(=O)CC2Oc3ccccc3NC2=O)c(C)c1 (stereo unspecified) was read as 14-3-3 PPI -6.
Cc1ccc(NC2=CC(=O)CC(C)(C)C2)cc1Cl was read as 14-3-3 PPI 0.
CSc1ccc(S(=O)(=O)Nc2ccc3c(c2)OCCO3)cc1 was read as 14-3-3 PPI -1.
N#Cc1c(-c2ccccc2)cc(-c2cccs2)nc1SCCN1CCOCC1 was read as 14-3-3 PPI -15.
`Cc1c(C(=O)OCC(C)(C)CN(C)C)oc2ccccc12` gave 14-3-3 PPI -2&11.
COc1ccc(C(=O)N2CCC(N3CCCCCC3)CC2)cc1 was read as 14-3-3 PPI 3.
COc1ccc(NS(=O)(=O)c2ccc3nc(-c4ccccc4)[nH]c3c2)cc1OC was read as 14-3-3 PPI -16.
O=C(CN1CCN(c2ccc(F)cc2)CC1)NCC1CCCO1 (stereo unspecified) was read as 14-3-3 PPI -10.
For O=C(CN1N=C(c2ccccc2)CCC1=O)NCCN1CCC(Cc2ccccc2)CC1 the results were 14-3-3 PPI -6.
`COc1ccc(C(N)CCc2ccco2)cc1` (stereo unspecified) gave 14-3-3 PPI -24&-61.
`O=C(CCn1c(=O)oc2ccccc21)n1c(=O)oc2ccccc21` gave 14-3-3 PPI -14.
Screening O=C(O)c1ccc2c(c1)C(=O)N(c1ccc(Cl)c(C(=O)O)c1)C2=O returned 14-3-3 PPI 3.
Screening O=C1C2CC=C(Cl)CC2C(=O)N1C1CCCCC1 (stereo unspecified) returned 14-3-3 PPI -7.
CCOc1ccccc1NC(=O)CC1Sc2ccc(C(F)(F)F)cc2NC1=O (stereo unspecified) was read as 14-3-3 PPI -7.
`COCCNC(=O)c1ccc(CS(=O)(=O)c2ccccc2)o1` gave 14-3-3 PPI -5.
For CCOc1ccc(-n2c(Cc3cc(=O)[nH]c(=O)[nH]3)nnc2SC(C)C(=O)OC)cc1 (stereo unspecified) the results were 14-3-3 PPI 3.
CC(C)CCNC(=O)c1c[nH]n2c(=O)cc(CSc3ccc(Cl)cc3)nc12 was read as 14-3-3 PPI 2.
For CC(=O)Nc1nnc(-c2ccc3c(c2)CCCC3)o1 the results were 14-3-3 PPI -8.
Cc1ccc(S(=O)(=O)C2(C(=O)NC3CCCC3)CC2)cc1 was read as 14-3-3 PPI -7&-5.
For Cc1ccc(-c2nc3ncccc3o2)cc1NC(=O)c1ccccc1Br the results were 14-3-3 PPI -7.
`COc1ccc(N(C(=O)COc2c(C)cccc2C)S(=O)(=O)c2ccc(C)cc2)cc1` gave 14-3-3 PPI -18.
Screening O=C(Nc1ccncc1)c1cncc(Br)c1 returned 14-3-3 PPI -4.
For COc1cc2c(cc1OC)C(COc1cccc(C(F)(F)F)c1)N(C(=O)COc1ccccc1)CC2 (stereo unspecified) the results were 14-3-3 PPI -3.
`CCOC(=O)c1cnc2ccc(OC)cc2c1Nc1ccc(OC(F)(F)F)cc1` gave 14-3-3 PPI 2.
`CC1CCc2c(sc3ncnc(N4CC(C)OC(C)C4)c23)C1` (stereo unspecified) gave 14-3-3 PPI -35.
For CCCCNc1ncnc2c1cnn2-c1ccc(C)cc1C the results were 14-3-3 PPI 0&0.
Screening COc1ccc(-c2cc(C(=O)Nc3ccc(Br)cc3)no2)cc1OC returned 14-3-3 PPI -1.
For Brc1ccc(Nc2c3c(nc4ncnn24)CCC3)cc1 the results were 14-3-3 PPI -5.
For COc1ccc(Cl)cc1-n1c(-c2cccc([N+](=O)[O-])c2)n[nH]c1=S the results were 14-3-3 PPI -6.
Screening Fc1ccc(C2C=C(c3cccs3)Nc3nnnn32)cc1 (stereo unspecified) returned 14-3-3 PPI -9.
For O=C(NCCN1CCC(Cc2ccccc2)CC1)c1cc(-c2ccncc2)nc2ccccc12 the results were 14-3-3 PPI -4.
O=C(O)c1ccc2nc(-c3cccc([N+](=O)[O-])c3)[nH]c2c1 was read as 14-3-3 PPI -8.
CN1c2c(ccc3ccccc23)C(C)(C)C12C=Cc1cc([N+](=O)[O-])ccc1O2 (stereo unspecified) was read as 14-3-3 PPI -365.
`ClC(=Cc1ccccc1)c1nc2ccccn2c1Nc1ccc2c(c1)OCCO2` gave 14-3-3 PPI 1.
Screening CC(C)c1ccc(NC(=O)C2C3C=CC4(CN(CCCN5CCOCC5)C(=O)C24)O3)cc1 (stereo unspecified) returned 14-3-3 PPI 9.
Screening Cc1ccc(C)c(N2CCN(C(=O)CCCOc3cc(=O)n(C)c4ccccc34)CC2)c1 returned 14-3-3 PPI 0.
For COC(=O)Cc1nc2ccccc2[nH]1 the results were 14-3-3 PPI -7.
`O=C(NCCCN1CCc2ccccc2C1)c1cc(=O)[nH]c2ccc(S(=O)(=O)N3CCCC3)cc12` gave 14-3-3 PPI -9.
NC(=O)C1CCN(c2nc(-c3ccccc3)nc3ccccc23)CC1 was read as 14-3-3 PPI -8.
For O=C(NCc1ccccn1)C1CCCN(Cc2cnn(-c3ccccc3)c2-n2cccc2)C1 (stereo unspecified) the results were 14-3-3 PPI 0.
`O=C(NCC1CCCO1)c1ccc(F)c2ccccc12` (stereo unspecified) gave 14-3-3 PPI 10.
COc1cc(OC)cc(-n2c(=O)c3ccccc3n(CC(=O)NCCC3=CCCCC3)c2=O)c1 was read as 14-3-3 PPI -7.
For O=C(NCc1ccccn1)C(=O)Nc1ccc(F)cc1 the results were 14-3-3 PPI 6.
O=C(O)C1CCCCC1C(=O)NCCc1ccc(Cl)cc1 (stereo unspecified) was read as 14-3-3 PPI 15.
O=C(O)CC1NC(=O)N(c2ccc(Cl)cc2)C1=O (stereo unspecified) was read as 14-3-3 PPI -7.
COc1ccc(C=Nc2nc3ccccc3n2CCN2CCCCC2)cc1 was read as 14-3-3 PPI 0.
Screening CCc1ccccc1NC(=O)COC(=O)C1CC(=O)N(c2ccc(Br)cc2)C1 (stereo unspecified) returned 14-3-3 PPI 0.
`CCCCNC(=O)COC(=O)c1cc2c(C)nn(-c3ccccc3)c2s1` gave 14-3-3 PPI -7.
`CC(C)c1ccc(S(=O)(=O)CCc2ccccn2)cc1` gave 14-3-3 PPI -1.
For CCOC(=O)c1c(N)n(-c2ccc(OC)c(OC)c2)c2nc3ccccc3nc12 the results were 14-3-3 PPI -2.
Screening CCCCOc1ccc(-c2nc3ncccn3c2NC2CCCC2)cc1 returned 14-3-3 PPI -22.
`CCOC(=O)Cc1csc(NC(=O)COc2cccc(Cl)c2)n1` gave 14-3-3 PPI -6.
Screening COC(=O)c1ccccc1NC(=O)c1cccnc1 returned 14-3-3 PPI 8.
Screening O=C(Cn1c(=O)oc2ccccc21)N(Cc1ccccc1)C1CCS(=O)(=O)C1 (stereo unspecified) returned 14-3-3 PPI 0.
`O=C(Nc1nccs1)c1cccc(Br)c1` gave 14-3-3 PPI -3.
Screening COc1ccc(Nc2sc(C(=O)c3ccccc3)c(N)c2C(=O)Nc2ccc(Cl)cc2)c(OC)c1 returned 14-3-3 PPI -42.
Screening Cc1occc1-c1nnc(SCC(=O)c2c(N)n(Cc3ccccc3)c(=O)n(C)c2=O)n1C returned 14-3-3 PPI 2.
Cc1ccc(OCC2Cn3c(nc4c3c(=O)n(C)c(=O)n4C)O2)cc1 (stereo unspecified) was read as 14-3-3 PPI -1.
Cc1ccccc1Nc1nc(-c2ccccc2)c(CC(=O)O)s1 was read as 14-3-3 PPI -3.
O=C(COc1cccc([N+](=O)[O-])c1)Nc1ccc(-c2nc3ccccc3c(=O)o2)cc1 was read as 14-3-3 PPI -8.
For Cc1ccc(CNC(=O)CCCCCn2c(=O)[nH]c3ccccc3c2=O)o1 the results were 14-3-3 PPI -9.
For CCNc1nc2c(c(=O)n(Cc3ccccc3)c(=O)n2C)n1Cc1ccccc1 the results were 14-3-3 PPI -3.
For N=c1ccc(=Nc2ccc(N)c3c(O)c4ccccc4c(O)c23)c2c(=O)c3ccccc3c(=O)c1=2 the results were 14-3-3 PPI -10.
`CCCOc1ccc(/C(O)=C2\C(=O)C(=O)N(Cc3cccnc3)C2c2ccccc2F)c(C)c1` (stereo unspecified) gave 14-3-3 PPI -6.
Cc1ccc(C2N3CC4(C(C)C)CN2CC(C(C)C)(C3)C4=O)cc1 (stereo unspecified) was read as 14-3-3 PPI 1.
`Cc1ccc(-n2ncc3c(NCC4CCCO4)ncnc32)c(C)c1` (stereo unspecified) gave 14-3-3 PPI 5.
For Cc1ccc(OCCn2c(-c3ccc(Cl)cc3)nc3ccccc3c2=O)cc1C the results were 14-3-3 PPI 5.
Screening CC(=O)SCC[N+](C)(C)C returned 14-3-3 PPI -6.

These rows are one share of the data; count on the stated rates, not on these rows.
